PLK1 PBD block – inhibitors of human PLK1 polo-box domain binding | P53350 | Plk1 PBD binding of FITC phosphopeptide, fluorescence polarization | Potency, µM, for inactives: max response, negative = inhibition, usual class: inhibitors | 360,000 tested, 2.8% active | AID 720504; further: potency means the concentration at half of the fitted maximal effect; series mostly up to about 57 µM; on the % scale 0 is the no-effect control and ±100 the full control effect; nearly all actives have a fitted effect of over 65% in size
Target sequence (P53350 whole entry, looked up, the tested form may be a part): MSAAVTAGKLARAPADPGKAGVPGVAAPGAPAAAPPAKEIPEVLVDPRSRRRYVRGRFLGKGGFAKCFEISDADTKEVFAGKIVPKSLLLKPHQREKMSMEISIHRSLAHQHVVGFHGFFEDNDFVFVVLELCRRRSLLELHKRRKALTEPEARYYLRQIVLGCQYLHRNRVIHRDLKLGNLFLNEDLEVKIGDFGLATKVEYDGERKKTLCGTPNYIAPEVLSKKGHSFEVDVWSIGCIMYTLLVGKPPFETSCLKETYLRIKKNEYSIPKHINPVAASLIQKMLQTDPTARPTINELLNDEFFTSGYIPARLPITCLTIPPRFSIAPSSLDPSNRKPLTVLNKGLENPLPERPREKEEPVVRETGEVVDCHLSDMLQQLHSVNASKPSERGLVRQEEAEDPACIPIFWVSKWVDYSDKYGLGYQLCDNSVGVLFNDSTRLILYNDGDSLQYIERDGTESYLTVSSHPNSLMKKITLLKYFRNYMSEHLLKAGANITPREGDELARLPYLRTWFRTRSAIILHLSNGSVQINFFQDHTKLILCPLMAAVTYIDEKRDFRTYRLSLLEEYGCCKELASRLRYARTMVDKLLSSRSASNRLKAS
Abeta rescue – restores growth of yeast expressing A-beta42 peptide. yeast expressing A-beta42, growth rescue, OD600, 48 h; response scale: 0% DMSO, 100% iron-clioquinol control. Potency, µM (series often up to 46.1 µM), without a hit: at the top dose growth rescue, actives largely listed as activators. 410,000 tested, 0.063% active. AID 1347071; further: potency means the concentration at half of the fitted maximal effect; nearly all actives have a fitted effect of over 55% in size
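Yeast growth medium received pinned compounds, then yeast cells expressing toxic A-beta were added; plates incubated at 30 C for 48 hr. Growth read as absorbance at 600 nm, normalized to DMSO and equimolar FeCl3 plus clioquinol controls.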
PI5P4Ka inh – blocks human PI5P4K alpha kinase activity; PI5P4Kalpha enzyme, ADP-Glo luminescence, 60 min; stronger effect = lower value; max response, %; 330,000 tested, 1.2% active; active means max response of -50% or lower; inconclusive means between -30% and -50%; inactive means -30% or higher; further: value at the top dose of about 77 µM; on the % scale 0 is the no-effect control and ±100 the full control effect
Target sequence (P48426 whole entry, looked up): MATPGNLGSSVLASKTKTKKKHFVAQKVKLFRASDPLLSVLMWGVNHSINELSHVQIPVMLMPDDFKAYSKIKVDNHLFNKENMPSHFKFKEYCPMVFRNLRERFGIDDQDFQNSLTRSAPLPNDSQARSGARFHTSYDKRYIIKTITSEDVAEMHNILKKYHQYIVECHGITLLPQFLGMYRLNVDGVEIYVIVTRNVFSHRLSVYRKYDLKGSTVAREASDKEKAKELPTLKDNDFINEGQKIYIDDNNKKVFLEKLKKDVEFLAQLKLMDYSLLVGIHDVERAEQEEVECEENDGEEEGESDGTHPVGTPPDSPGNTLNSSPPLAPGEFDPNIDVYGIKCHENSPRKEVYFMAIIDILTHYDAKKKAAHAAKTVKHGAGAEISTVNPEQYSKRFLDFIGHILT
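Reactions run in 0.038 M HEPES pH 7.4, 0.28 mM EGTA, 0.1% CHAPS and 5% DMSO, with PI5P4Kalpha, substrate, compound and 5 microM ATP final, one hour at room temperature. Readout is ADP-Glo luminescence.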
EPAC1 agonist – activates human EPAC1 exchange factor; O95398; Potency, µM (titrated, usually from 154 µM), inactives show at the highest dose activation, actives largely listed as activators; EPAC1 agonist qHTS, biochemical assay; response scale: 100% = response to 6.5 mM cAMP; 360,000 tested, 0.073% active; further: potency means the concentration at half of the fitted maximal effect; nearly all actives have a fitted effect of over 60% in size
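Nucleotide exchange by EPAC1 (100 nM) on Rap1B–BODIPY-GDP (250 nM) in the presence of 50 uM GDP is tracked fluorescently at 480/540 nm over 30 min. Signals are normalized to a 6.5 mM cAMP control.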
WRN inhibitor – blocks human WRN helicase; Q14191; WRN helicase unwinding, fluorescent forked duplex, kinetic; Potency, µM (doses to about 114 µM), without a hit: at the top dose activity change, negative = inhibition, actives largely listed as inhibitors; 360,000 tested, 0.46% active; further: potency means the concentration at half of the fitted maximal effect; on the % scale 0 is the no-effect control and ±100 the full control effect; nearly all actives have a fitted effect of over 55% in size
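Fluorescence dequenching readout, ex 525 nm/em 598 nm, kinetic mode: forked duplex DNA (100 nM final) with adjacent fluorophore and quencher unwound by WRN (20 nM final) with 2 mM ATP. Compound preincubation 15 min, room temperature.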
IL-2 act – activators of IL-2; IL-2 activation reporter assay, cell-based qHTS; stimulated with anti-CD3/CD4/CD28 beads; in transgenic mouse T cells; activation, % (series mostly up to about 46 µM); 360,000 tested, 0.065% active; AID 652025; in the data active means activation above about 50%; inconclusive means mostly about 30% to 49%; further: 0% is about no effect
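EGFP and DsRed fluorescence is measured by plate cytometry in unstimulated transgenic mouse T cells exposed to compound for 60 minutes, then stimulated 18 hours at 37 degrees C with anti-CD3/anti-CD4 beads plus anti-CD28.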
EPAC1 antagonist – EPAC1 (human) antagonism; Potency, µM (series often up to 115 µM), without a hit: top-dose activity change, negative = inhibition, actives largely listed as inhibitors; EPAC1 GEF assay, Rap1b-BODIPY-GDP exchange fluorescence; 360,000 tested, 0.14% active;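 further: potency means the concentration at half of the fitted maximal effect; plate controls were vehicle for no effect and positive control for full effect; nearly all actives have a fitted effect of over 50% in size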
FUS yeast rescue – suppressors of FUS proteinopathy in yeast; S. cerevisiae FUS-expressing, growth rescue, OD600, 24 h; Potency, µM (top dose mostly 76.6 µM), for the others: top-dose growth rescue (activation), hits mostly activators; 390,000 tested, 0.24% active;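 further: potency means the concentration at half of the fitted maximal effect; plate controls were DMSO vehicle for no effect and reference control for full effect; nearly all actives have a fitted effect of over 55% in size; some results filed as inactive show a strong effect at the top dose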
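Galactose (2%) drives FUS expression in yeast precultured in raffinose; seeding density OD 0.005. Test compounds incubated 24hr at 30C and 99% humidity before absorbance at 600 nm was measured.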
* marks the source's active call; other numbers are inactive results; ? = inconclusive; · = no result given; [ ] = remark or other dose. Unless noted, the call rests on the fitted dose curve; in most records, active means well fitted curve in the direction sought with a large enough effect; inconclusive means small, poorly fitted or top-dose-only effect, or another doubt; inactive means no such curve, though single readings can be large; an effect the other way counts as inactive or inconclusive.

cpd	SMILES	PLK1 PBD block	Abeta rescue	PI5P4Ka inh	EPAC1 agonist
1	Cc1cccc(N(CC(=O)NC2CCCCC2)C(=O)Cn2nnc(-c3ccc(C)o3)n2)c1	-8%	-4%	-17	11%
2	COc1ccc(OC)c(CNS(=O)(=O)c2cn(C)cn2)c1	-7%	-6%	-3	-7%
3	O=C(O)c1cc(O)c2c(c1)C(=O)c1cccc(O)c1C2=O	?	-23%	-91*	-14%
4	CCOC(=O)c1sc(-c2ccc(C(F)(F)F)cc2)nc1O	-17%	-87%[inhibitor]	3	5%
5	Nc1ccc(S(=O)(=O)C(F)(F)F)cc1N	-12%	0%	-1	-4%
6	COc1ccc([C@H]2N[C@]3(CCCN(CC4CCCCC4)C3=O)[C@H]3C(=O)N(C)C(=O)[C@@H]23)cc1	-8%	-1%	-1	-1%
7	COCCNc1nc2nonc2nc1NC(C)c1ccccc1Cl (stereo unspecified)	6%	1%	-3	1%
8	CCn1c2ccccc2c2nnc(SCC(=O)c3ccccc3)nc21	-26%	2%	·	-3%
9	CCOc1ccc(CCNc2ccc3nnc(-c4ccccc4)n3n2)cc1OCC	2%	2%	5	-14%
10	Cc1cccc(N2CCN(CC(O)COc3ccccc3Cl)CC2)c1 (stereo unspecified)	-11%	-5%	15	4%

cpd	WRN inhibitor	IL-2 act	EPAC1 antagonist	FUS yeast rescue
1	-6%	-0.6	-9%	18%
2	-4%	-0.2	-24%	2%
3	27µM*	1.4	-20%	-26%
4	6%	0.8	7%	9%
5	-1%[57.1 µM]	-1.0	-1%	-6%
6	1%	2.7	-9%	-10%
7	1%	-2.4	-20%	-15%
8	3%	-2.3	3%	18%
9	-4%	-4.1	-6%	20%
10	-9%	1.3	-20%	-15%

(cont.)
cpd	SMILES	PLK1 PBD block	Abeta rescue	PI5P4Ka inh	EPAC1 agonist
11	Cc1ccc(-c2cc(C(=O)Nc3ccc(S(=O)(=O)Nc4onc(C)c4C)cc3)[nH]n2)c(O)c1	-7%	7%	5	3%
12	O=C(c1cccc(F)c1)n1nnc2ccccc21	?	20%	1	-4%
13	CCCCc1ccc(NC(=S)N2CCN(C)CC2)cc1	-7%	-33%	0	-9%
14	CC1(C)CC(=O)C(C=NCCN2CCN(CCc3ccccc3)CC2)=C(O)C1	-3%	9%	·	6%
15	CNC1(C)[C@H]2CC[C@H](C2)C1(C)C (stereo partly specified)	6%	-1%	1	-2%
16	CC(C)c1cccc(OCC(=O)Nc2ccc(S(=O)(=O)Nc3ccccn3)cc2)c1	-4%	?	-10	5%
17	CN(CC(=O)Nc1ccc(F)cc1)C(=O)Cn1c(=O)oc2ccccc21	6%	5%	4	8%
18	COC(=O)Cc1ccc(NC(=S)NCc2ccccc2OC)cc1	-11%	9%	-1	-7%
19	Nc1ccccc1Sc1ccc(C(F)(F)F)cc1[N+](=O)[O-]	0%	-8%	1	-2%
20	Nc1c(C(=O)O)nnn1Cc1ccccc1	3%	21%	-2	8%

cpd	WRN inhibitor	IL-2 act	EPAC1 antagonist	FUS yeast rescue
11	-14%	-0.7	-13%	20%
12	-3%	-0.3	4%	1%
13	5%	0.3	-19%	3%
14	2%	-1.4	2%	-3%
15	-4%	0.7	3%	-16%
16	-8%	-0.3	-14%	14%
17	-4%	1.2	8%	1%
18	2%	-0.4	15%	18%
19	-10%	-1.1	-21%	-18%
20	-1%	-2.5	6%	-5%

Values in list order from the list.
PI5P4Ka inh for entries 12–15: 1, 0, ·, 1
WRN inhibitor for entries 12–15: -3%, 5%, 2%, -4%
Abeta rescue for entries 12–15: 20%, -33%, 9%, -1%

(further entries)
cpd	SMILES	PLK1 PBD block	Abeta rescue	PI5P4Ka inh	EPAC1 agonist
21	CCCCOC1(c2ccccc2)OC(=O)c2ccccc21 (stereo unspecified)	-2%	3%	·	22%
22	CCOc1cc(C(=O)NCc2nnc(SCC(=O)OC)n2C)cc(OCC)c1OCC	1%	-3%	-5	-5%
23	CCOC(=O)COc1ccc2c3c(c(=O)oc2c1)CCCC3	0%	2%	5	5%
24	COCCCNC(=O)c1ccc2c(c1)ncn2-c1ccc(C)cc1C	2%	-7%	8	11%
25	Cc1oc(-c2cccs2)nc1CN1CCC(C(=O)N2CCCC2)CC1	3%	-9%	0	13%
26	O=C(NCCN1CCOCC1)c1cc(=O)[nH]c2ccc(Br)cc12	-4%	-2%	-6	6%
27	CCCOc1ccccc1-c1nc(SCCC(=O)O)n[nH]1	?	-13%	·	-2%
28	O=C(CC1C(=O)NCCN1Cc1c(F)cccc1Cl)NCc1ccccc1 (stereo unspecified)	-9%	10%	2	5%
29	O=C(CSc1n[nH]c(=O)n1Cc1ccccc1)Nc1ccc(F)c(F)c1F	-12%	16%	-6	8%
30	COc1ccccc1OCCNC(=O)c1cc(SC)ccc1Cl	1%	-51%[inhibitor]	-10	0%

cpd	WRN inhibitor	IL-2 act	EPAC1 antagonist	FUS yeast rescue
21	1%	-1.3	-3%	12%
22	6%	-0.4	-3%	·
23	2%	-2.4	-10%	-27%
24	-4%	-2.1	-5%	-8%
25	-5%	1.3	2%	18%
26	-5%	-0.3	3%	3%
27	-3%	1.2	-7%	15%
28	-4%	3.9	11%	8%
29	1%	0.7	?	9%
30	2%	-0.1	2%	·

Next part; it opens with the 2 that closed the last part.
cpd	SMILES	PLK1 PBD block	Abeta rescue	PI5P4Ka inh	EPAC1 agonist
29	O=C(CSc1n[nH]c(=O)n1Cc1ccccc1)Nc1ccc(F)c(F)c1F	-12%	16%	-6	8%
30	COc1ccccc1OCCNC(=O)c1cc(SC)ccc1Cl	1%	-51%[inhibitor]	-10	0%
31	COc1ccc(CN(C)C(=O)C23CC4CC(CC(Cl)(C4)C2)C3)c(OC)c1OC	-7%	-19%	-5	2%
32	Cc1onc(-c2c(Cl)cccc2Cl)c1C(=O)N1CCN(c2ccc(F)cc2)CC1	3%	-3%	3	-6%
33	CCC(C(=O)NC1CCCC1)n1c(-c2ccncc2)nc2ccccc21 (stereo unspecified)	0%	-9%	1	8%
34	CCN(CC(=O)N1CCOCC1)S(=O)(=O)c1ccccc1	2%	-20%	5	4%
35	N#Cc1nc(Cc2ccccc2)oc1N1CCC(Cc2ccccc2)CC1	-4%	11%	-5	8%
36	CCOc1ccc(S(=O)(=O)N2CCC(C(=O)NCc3ccccc3CN3CCCC3)CC2)cc1	-5%	1%	-10	-4%
37	O=C(Cc1c(F)cccc1Cl)Nc1ccccn1	-5%	19%	-3	-7%
38	O=C(CCNC(=O)c1ccccc1Cl)Nc1ccncc1	-10%	0%	4	8%
39	COc1ccc(C2=Nc3ccc(Br)cc3C(c3ccccc3)N2CC(=O)NN)cc1 (stereo unspecified)	-9%	3%	-9	15%
40	Cc1ccc(S(=O)(=O)N2C[C@H]3C(=O)C[C@@H](c4ccccc4C)N(S(=O)(=O)c4ccc(C)cc4)[C@H]3C[C@H]2c2ccccc2)cc1	-8%	-1%	1	9%

cpd	WRN inhibitor	IL-2 act	EPAC1 antagonist	FUS yeast rescue
29	1%	0.7	?	9%
30	2%	-0.1	2%	·
31	-11%	-4.0	-20%	28%
32	3%[57.1 µM]	-0.5	-20%	5%
33	3%	-0.4	5%	-9%
34	-3%	3.3	17%	-3%
35	4%	0.3	2%	2%
36	0%	-0.3	-3%	8%
37	-18%	-0.1	-5%	-20%
38	-7%	-0.4	11%	-8%
39	5%	-0.4	-10%	·
40	-2%	-0.1	10%	43%

Remaining list, next part.
cpd	SMILES	PLK1 PBD block	Abeta rescue	PI5P4Ka inh	EPAC1 agonist
41	Cc1ccccc1NC(=O)CCC(=O)N/N=C/c1cc([N+](=O)[O-])ccc1O	-4%	-55%[inhibitor]	-21	-2%
42	CCCCOC(=O)Cn1c(=O)c2c(nc3n2CCCCN3c2ccc(C)cc2)n(C)c1=O	0%	8%[9.22 µM]	-8	-2%
43	O=C(Nc1cccc(Cl)c1)Nc1ccccc1NS(=O)(=O)c1cccs1	-4%	-15%	-2	-6%
44	COc1ccc(C(=O)C2CCCN(C3Cc4ccccc4C3)C2)c(OC)c1 (stereo unspecified)	-8%	3%	3	2%
45	CCOC(=O)N1CCN(C(=O)C2CCCN(Cc3nc(-c4ccc(Cl)cc4)oc3C)C2)CC1 (stereo unspecified)	-4%	1%	1	-3%
46	Cc1ccc(S(=O)(=O)NNC(=O)NC23CC4CC(CC(C4)C2)C3)cc1	-5%	8%	3	1%
47	COc1ccccc1-c1cn(S(=O)(=O)c2ccc(F)cc2)nc1N	-1%	10%	-4	20%
48	CC(C)(C)c1ccccc1NC(=O)c1cc(-c2ccncc2)nc2ccccc12	-2%	-10%	-6	-12%
49	CNC(=O)c1cccc(NC(=O)c2cc(-c3ccccc3)nc3c2cnn3C(C)C)c1	-5%	6%	3	18%
50	COc1ccc(NS(=O)(=O)c2ccc3c(c2)CCC(=O)N3)cc1O	-1%	-4%	1	-4%

cpd	WRN inhibitor	IL-2 act	EPAC1 antagonist	FUS yeast rescue
41	-4%	0.8	9%	·
42	-15%	-1.8	-27%	10%
43	-30%	-3.8	?	25%
44	-2%	1.2	11%	28%
45	-3%	-0.6	-15%	-12%
46	15%	0.3	?	·
47	-10%	-0.8	-17%	41%
48	3%	0.9	7%	?
49	-2%	-0.7	-29%	?
50	-8%	0.6	-3%	?

Further compounds follow:
cpd	SMILES	PLK1 PBD block	Abeta rescue	PI5P4Ka inh	EPAC1 agonist
51	CN(CC(=O)Nc1ccccc1Br)C(=O)CCCSc1nc2ccccc2[nH]1	-7%	4%	-5	1%
52	Cc1cc(NS(=O)(=O)c2ccc(Br)s2)no1	-2%	22%	·	-8%
53	CCC(Nc1ccc(OC)cc1)C(=O)N/N=C/c1ccc([N+](=O)[O-])cc1 (stereo unspecified)	-5%	-1%	2	8%
54	COc1cc2ccccc2c2c1CCCC2=O	-8%	-7%	11	18%
55	COC(=O)N/N=C/c1cn(CCOc2ccccc2)c2ccccc12	-4%	-7%	10	13%
56	O=C(c1ccccc1)N1CCN(C(=O)c2nn3c(C(F)(F)F)cc(-c4ccco4)nc3c2Br)CC1	-24%	0%	1	-9%
57	Cc1ccc(Nc2nc(-c3ccccc3)c(CC(=O)O)s2)cc1	?	14%	-6	0%

cpd	WRN inhibitor	IL-2 act	EPAC1 antagonist	FUS yeast rescue
51	3%	-5.5	5%	-12%
52	-1%	-1.0	13%	35%
53	2%	0.8	10%	27%
54	0%	0.3	-15%	-1%
55	-22%	-2.5	3%	2%
56	0%	-3.3	?	16%
57	-17%[57.1 µM]	1.0	-15%	18%

Compound activity from PubChem BioAssay.
